# Screening data deposited in PubChem by National Center for Advancing Translational Sciences (NCATS).
# KAT2A inh – blocks human GCN5L2 histone acetyltransferase; Q92830; GCN5L2 HAT assay, ThioGlo1 CoA-SH fluorescence; Potency, µM (top dose mostly 58.9 µM), for inactives: at the highest dose activity change, negative = inhibition, usual class: inhibitors; hit rate 0.21% among 390,000; AID 504327
# Target sequence (Q92830 whole entry, looked up): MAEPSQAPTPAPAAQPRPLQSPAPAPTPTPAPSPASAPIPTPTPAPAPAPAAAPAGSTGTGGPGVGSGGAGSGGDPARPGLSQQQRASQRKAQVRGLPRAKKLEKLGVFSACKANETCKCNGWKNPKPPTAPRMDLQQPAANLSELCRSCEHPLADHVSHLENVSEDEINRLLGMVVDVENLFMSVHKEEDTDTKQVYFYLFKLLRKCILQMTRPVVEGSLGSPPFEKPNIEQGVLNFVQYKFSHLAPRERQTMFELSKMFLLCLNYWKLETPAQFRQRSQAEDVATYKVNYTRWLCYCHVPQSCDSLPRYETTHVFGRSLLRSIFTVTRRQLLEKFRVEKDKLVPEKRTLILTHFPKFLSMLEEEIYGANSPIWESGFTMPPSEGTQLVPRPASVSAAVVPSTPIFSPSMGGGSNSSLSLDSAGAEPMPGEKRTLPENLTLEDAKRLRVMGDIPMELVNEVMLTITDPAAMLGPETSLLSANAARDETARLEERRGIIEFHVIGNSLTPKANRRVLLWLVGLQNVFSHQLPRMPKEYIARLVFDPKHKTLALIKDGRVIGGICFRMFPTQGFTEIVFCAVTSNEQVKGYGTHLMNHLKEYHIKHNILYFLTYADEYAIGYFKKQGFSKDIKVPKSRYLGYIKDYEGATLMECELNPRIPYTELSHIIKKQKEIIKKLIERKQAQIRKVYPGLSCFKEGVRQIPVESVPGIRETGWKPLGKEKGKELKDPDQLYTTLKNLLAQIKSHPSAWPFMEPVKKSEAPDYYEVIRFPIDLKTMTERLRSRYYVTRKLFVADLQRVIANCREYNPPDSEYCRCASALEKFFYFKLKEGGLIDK
#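 Titration-based screen in which CoA formation is detected via maleimide probe ThioGlo1 (50uM) turning fluorescent on thiol reaction; substrates H3(1-25) 75uM and acetyl-CoA 70uM, GCN5L2 20nM, 20 min incubation at room temperature.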
# N370S GC – inhibits or activates N370S mutant glucocerebrosidase. P04062. N370S GC spleen homogenate, 4MU-glucoside fluorescence. Potency, µM (highest dose often 59.4 µM), for the others: at the top dose activity change, negative = inhibition, hits mostly inhibitors. hit rate 0.092% among 330,000. AID 2101;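 further: 0% = full enzyme activity and -100% = no enzyme basal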
# FEN1 inhibitor – human FEN1 inhibition; P39748; Recombinant FEN1 flap cleavage, fluorescence, 15 min; Potency, µM (top dose mostly 114 µM), inactives show top-dose activity change, negative = inhibition, usual class: inhibitors; hit rate 0.35% among 390,000; further: nearly all actives have a fitted effect of over 65% in size
#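 FEN1 at 10 nM, compound pretreatment for 15 min (room temperature), 50 nM final substrate to initiate; endpoint reads at 0 and 15 min; DMSO-only plates used as vehicle background.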
# * = called active by the depositor; ? = inconclusive; nt = not tested or not shown; & = joins results of further samples; [ ] = another dose, or the depositor's remark. The call rests on the fitted dose curve; in most records, active means well fitted curve in the direction sought with a large enough effect; inconclusive means small, poorly fitted or top-dose-only effect, or another doubt; inactive means no such curve, though single readings can be large; an effect the other way counts as inactive or inconclusive. Unless noted, on the % scale 0 is the no-effect control and ±100 the full control effect; potency means the concentration at half of the fitted maximal effect. An unsorted share of the library (roughly 0.54% active in at least one column).
structure	FEN1 inhibitor	N370S GC	KAT2A inh
O=C(CNCc1ccc(F)cc1)Nc1ccccc1[N+](=O)[O-]	4%	-8%	-20%
O=C(NC1(C(F)(F)F)NC(=O)N(Cc2ccco2)C1=O)c1cccs1 (stereo not drawn)	-12%	3%	-8%
Cc1cc(S(=O)(=O)NC2CCCCC2)ccc1OCC(=O)NCc1cccnc1	-1%	-6%	-7%
Cc1cccc(C)c1NC(=O)/C(C#N)=C/c1ccsc1	-10%	-13%	-3%
COc1cccc(Nc2nc(N)c([N+](=O)[O-])c(NCc3ccco3)n2)c1	?	-4%	-9%
COc1ccccc1C1CCN(Cc2ccc(Cl)cc2Cl)CC1	-2%	-2%	1%
O=C(Nc1ccccc1-c1nc2ccccc2s1)c1cccnc1Cl	-18%	1%	?
Oc1ccc(Cl)cc1C=Nc1ccccc1Br	4%	1%	0%
O=C(COc1ccccc1C(=O)N/N=C\c1ccc(O)c(O)c1)N/N=C/c1ccc(O)c(O)c1	1.6µM*	-3%[12.8 µM]	-21%
Cc1cc(C(F)F)n2nc(C(=O)Nc3ccc(F)cc3F)nc2n1	-1%	2%	-1%
Clc1cnc(N/N=C/c2cccs2)c(Cl)c1	2%	-2%	-2%
Cc1ccc(-c2nc3ccccc3o2)cc1NC(=O)Cc1cccs1	4%	29%	-6%
N#CCOc1ccc2oc(-c3ccco3)cc(=O)c2c1	nt	?	-4%
O=C(N/N=C/c1ccc(OCc2ccccc2)cc1)c1cccs1	-6%	2%	?
O=C(COC(=O)c1n[nH]c(=O)c2ccccc12)NCc1ccccc1	-12%	nt	1%
Cc1ccc(C2C(C#N)=C(N)OC3=C2C(=O)CCC3)s1 (stereo not drawn)	8%	-1%	1%
C=CCCN(C(Cc1ccccc1)C(=O)OC)S(=O)(=O)c1cc(Br)ccc1Br (stereo not drawn)	-12%	1%	nt
COc1ccc(N2CC(NC(=O)COc3ccccc3C)CC2=O)cc1OC (stereo not drawn)	17%	nt	0%
COc1ccc(-c2cc(OC(=O)c3ccccc3C)c3c(C)oc(C)c3c(=O)c2)cc1	?	nt	-14%
CCc1ccc(C(C)NC(=O)C2(C)CC2(Br)Br)cc1 (stereo not drawn)	4%	-2%	1%
Cc1ccc(-c2nn(-c3ccccc3)cc2NC(=O)c2ccccc2)cc1	-11%	8%	-8%
Cc1cccc(CCN(Cc2cc3cccc(C)c3[nH]c2=O)C(=O)N2CCOCC2)c1	6%	4%	1%
COc1ccc(N(CCC(=O)Nc2ccccc2F)S(=O)(=O)c2ccc(C)cc2C)cc1	0%	-28%	-12%
CCc1ccc(-n2c(Cc3ccccc3)n[nH]c2=S)cc1	7%	7%	-6%
CC1CN(C(=O)c2cccn(Cc3c(Cl)cccc3Cl)c2=O)CC(C)O1 (stereo not drawn)	21%	3%	-10%
Cc1ccccc1Cn1c(CN2CCN(c3ccc(F)cc3)CC2)nc2c1c(=O)n(C)c(=O)n2C	nt	1%	1%
O=C(N=Nc1c(O)n(Cc2ccccc2)c2ccccc12)c1cc2ccccc2cc1O	-9%	-1%	-20%
Cn1c(C(=O)OCC(=O)NCC2CCCO2)cc2sccc21 (stereo not drawn)	-9%	-1%	2%
CC(C)CN(C(=O)COC(=O)CNC(=O)c1ccccc1F)C1CCS(=O)(=O)C1 (stereo not drawn)	-2%	4%	-5%
COc1ccc(NS(=O)(=O)c2ccc3oc4ccccc4c3c2)cn1	-14%	1%	-3%
CCn1cc(C(=O)NCCC(C)C)c(=O)c2cc(F)c(N3CCN(C(=O)c4ccco4)CC3)cc21	2%	-17%	?
CCN(CC)C(=O)c1sc2c(c1C)c(=O)n(-c1ccc(C)c(C)c1)c(=O)n2Cc1cc(=O)n2ccccc2n1	16%	nt	-20%
CCc1cccc(NC(=O)CC2Oc3ccccc3NC2=O)c1 (stereo not drawn)	-11%	-2%	-8%
Cc1ccsc1/C=N/NC(=O)Cn1cnc2ccccc21	-4%	1%	-1%
Cc1cc(C)nc(Nc2ccc(F)cc2)n1	-1%	-9%	4%
COc1cccc2c1cc1c(=O)n(CC(=O)NCCCN3CCCCC3)nc(C)n12	8%	6%	-22%
CCNc1nc2cccnc2s1	3%	0%	-1%
Cc1ccc(NC(=O)CCS(=O)(=O)c2ccc(Br)cc2)c(C)c1	1%	nt	-2%
CCOc1ccc(C(C)=O)cc1COC(=O)c1ccccc1C(=O)N(C)Cc1ccccc1	-16%	1%	-1%
COc1ccc(Nc2nccc(NCCO)n2)cc1	nt	-6%	1%
CCc1ccccc1N1C(=O)c2cccc3c(N4CCOCC4)c([N+](=O)[O-])cc(c23)C1=O	-1%	5%	-20%
O=c1c2ccccc2ncn1-c1ccc([N+](=O)[O-])cc1Cl	-1%	-3%	-14%
CC(C)(C)NC(=O)c1cccc(NC(=O)Cc2cccs2)c1	6%	3%	1%
COc1ccc(S(=O)(=O)N2CCCCC2)cc1NC(=O)COC(=O)c1ccco1	-4%	nt	-1%
Cc1ccc(CS(=O)(=O)c2ncn[nH]2)cc1	-16%	9%	-3%
CCOC(=O)c1cnc(SC)nc1Oc1cccc(NS(=O)(=O)c2ccc(Cl)cc2)c1	3%	8%	-13%
Cc1cc(=O)n2nc(N3CCC(C(=O)NC4CCCc5ccccc54)CC3)sc2n1 (stereo not drawn)	-3%	2%	1%
O=C(c1cccc(F)c1)N1CCc2ccccc2C1	18%	15%	-11%
CC(CC(=O)NC1CCSC1=O)c1ccccc1 (stereo not drawn)	0%	-2%	-2%
Cc1cccc(S(=O)(=O)c2cn(Cc3ccc(F)cc3)c3cc(N4CCCCC4)c(F)cc3c2=O)c1	7%	nt	0%
CC(C)c1ccc(/C=N/NC(=O)CC(=O)NCc2ccccc2)cc1	-3%	-6%	0%
CCOC(=O)C1CCCN(C(=O)c2cc3c(=O)n(C)c4ccccc4c3n2C)C1 (stereo not drawn)	-6%	2%	-4%
C[n+]1nc(Nc2cccc(F)c2)sc1-c1ccc(C(=O)O)cc1	nt	-18%	2%
Fc1ccccc1Cn1nnc2c(-n3ccnc3)ncnc21	3%	1%	1%
Cc1ccc(-c2nn(-c3ccccc3)cc2/C=C/C(=O)OCC(=O)NC2CC2)o1	2%	11%	-3%
CC(C)(CO)NC(=O)C(c1ccccc1)c1ccccc1	0%	-15%	-5%
CCOc1ccc(C(=O)Nc2onc3c2CCCC3)cc1	9%	nt	-9%
CC(C)Oc1ccc(/C=N/NC(=O)C(CSCc2ccccc2)NC(=O)c2ccc([N+](=O)[O-])cc2)cc1 (stereo not drawn)	-5%	-2%	-4%
C/C(=N\OC(=O)c1ccc(F)cc1)c1ccc(F)c(F)c1	16%	1%	-1%
Cc1cc(-c2ccccc2)nc(N/N=C/c2ccc(O)cc2O)n1	-21%	-21%	1%

# A draw from above in order of molar mass, high to low.
structure	FEN1 inhibitor	N370S GC	KAT2A inh
Cc1cccc(S(=O)(=O)c2cn(Cc3ccc(F)cc3)c3cc(N4CCCCC4)c(F)cc3c2=O)c1	7%	nt	0%
Cc1ccc(C2C(C#N)=C(N)OC3=C2C(=O)CCC3)s1 (stereo not drawn)	8%	-1%	1%
CC(CC(=O)NC1CCSC1=O)c1ccccc1 (stereo not drawn)	0%	-2%	-2%

# (further entries)
structure	FEN1 inhibitor	N370S GC	KAT2A inh
CC(C)N(C(=O)CSc1nnc(NC(=O)c2ccco2)s1)C(C)C	6%	5%	-10%
OC(COCc1ccccc1)CN1CCN(Cc2ccc3c(c2)OCO3)CC1 (stereo not drawn)	-1%	2%	1%
Nc1ncc([N+](=O)[O-])cc1Br	8%	-8%	-8%
COC(=O)CNC(=O)N1CCN(S(=O)(=O)c2ccc3c(ccn3C)c2)CC1	13%	nt	1%
CCC(=O)N(CCC(c1ccc(C)cc1)c1ccco1)Cc1ccco1 (stereo not drawn)	-20%	-2%	?
O=C(Cc1ccccc1F)Nc1ccc(S(=O)(=O)N2CCCCC2)cc1	-5%	12%	-15%
CCOC(=O)C(C)/C(C)=N/NC(N)=S (stereo not drawn)	1%	-6%	2%
Cc1ccc(S(=O)(=O)N2C[C@@H]3[C@H]4CC[C@H](C4)[C@@H]3[C@@H](C)[C@@H]2c2cn(Cc3ccccc3)c3ncccc23)cc1	-3%	nt	-5%
CCCN(CCC)C(=O)C1CC(=O)OC12CCCCC2 (stereo not drawn)	-8%	-6%	-1%
Cc1cc(S(=O)(=O)NCc2ccccc2)ccc1OCC(=O)N1CCCC1	-2%	-6%	-7%
Cc1ccc(-c2nnc(Nc3ccccc3)c3ccccc23)cc1S(=O)(=O)N1CCOCC1	-18%	nt	-5%
C=CCC(C(=O)OC)(C(=O)OC)c1ccc(C(F)(F)F)cc1[N+](=O)[O-]	0%	-3%	0%
CCC(C)C(=O)Nc1nc2ccc(OC)cc2s1 (stereo not drawn)	-9%	-2%	-6%
COc1cc(C(=O)OCCCc2cc3ccccc3c(=O)o2)cc(OC)c1OC	1%	nt	-8%
Cc1cc(C(=O)Nc2ccc(C)c(C)c2)n(-c2ccccc2)n1	-1%	-2%	2%
COc1ccc(Cl)cc1N(C(=O)c1ccco1)C(C(=O)NC1CCCC1)c1ccco1 (stereo not drawn)	-2%	4%	-6%
CCOc1ccc(NC(=O)CN(C)CC(=O)Nc2cc(Cl)ccc2C#N)cc1OCC	-6%	4%	0%
Cc1nnc(NC(=O)c2ccc(F)c(S(=O)(=O)N3CCCCC3)c2)s1	2%	2%	-3%
COC(=O)C/C=C/[C@@H](C)[C@@H](/C=N/O[C@@H](C)c1cn([C@H](CO)Cc2ccccc2)nn1)NS(=O)(=O)c1ccc(C)cc1	nt	-23%	-2%
COc1cccc(-c2nnn(CC(=O)O)n2)c1	-11%	-1%	-8%
O=C(NCCCN1CCCC1=O)c1ccc([N+](=O)[O-])s1	-8%	-6%	-7%
Nc1nc(SCc2ccc3c(c2)OCO3)n[nH]1	-10%	-5%	nt
COc1ccc(Cn2c(O)cc(=O)[nH]c2=O)cc1	-8%	7%	-2%
CCOC(=O)c1cc(C)n(CC2CCC(C(=O)Nc3ccc(Cl)cc3)CC2)c1C (stereo not drawn)	7%	nt	-5%

# Full records from above. Values in the order: FEN1 inhibitor	N370S GC	KAT2A inh
# Profile of COc1ccc(Cn2c(O)cc(=O)[nH]c2=O)cc1 → -8%	7%	-2%
# Profile of Cc1nnc(NC(=O)c2ccc(F)c(S(=O)(=O)N3CCCCC3)c2)s1 → 2%	2%	-3%
# Profile of O=C(NCCCN1CCCC1=O)c1ccc([N+](=O)[O-])s1 → -8%	-6%	-7%
# Profile of CCOC(=O)c1cc(C)n(CC2CCC(C(=O)Nc3ccc(Cl)cc3)CC2)c1C (stereo not drawn) → 7%	nt	-5%
# Profile of Nc1nc(SCc2ccc3c(c2)OCO3)n[nH]1 → -10%	-5%	nt

# The listing continues.
structure	FEN1 inhibitor	N370S GC	KAT2A inh
CN(C(=O)c1cccc(NC(=O)Cc2ccc([N+](=O)[O-])cc2)c1)C1CCCC1	-25%	nt	-3%
COc1ccc(-c2cc(C(=O)N(C)Cc3cccc(OC)c3OC)c3ccccc3n2)cc1OC	11%	-10%	-6%
CC(Sc1nc(-c2ccccc2)cc(C(F)(F)F)n1)C(=O)NCc1ccco1 (stereo not drawn)	-7%	1%	-3%
O=c1cc(-c2ccc(F)cc2F)[nH]c2ccccc12	nt	1%[89.1 µM]	6%[88.6 µM]
O=C(COc1c(Cl)cc(Cl)cc1Cl)c1ccc(Cl)cc1	-5%	3%	4%
COc1ccccc1CN1CCNC(=O)C1CC(=O)NCCCn1cccn1 (stereo not drawn)	-1%	-5%	-9%
Cc1ccc(CC(=O)NCC2CCCCC2)cc1	31%	1%	-6%
COC(=O)c1c(C#N)c(N)nc2c1CCC2	-8%	25%	-25%
CC(C(=O)Nc1ccc(S(=O)(=O)N2CCCCC2)cc1)N1CCN(c2ccccn2)CC1 (stereo not drawn)	nt	-7%	-13%
O=C(c1cc2ccccc2cc1O)N1CCN(c2cccc(Cl)c2)CC1	-11%	1%	-3%
CC(=O)c1cn(CCOc2ccc(F)cc2)c2ccccc12	-13%	-15%	-3%
Cc1cccc(Cc2nnc(CCC(=O)N3CCCCC3c3nccs3)o2)c1 (stereo not drawn)	18%	14%	-3%
CC(C)(C)C(=O)NC1(C(F)(F)F)NC(=O)N(Cc2ccccc2)C1=O (stereo not drawn)	6%	0%	-2%
CCOc1cc(N2CCOCC2)c(OCC)cc1NC(=O)c1cc(S(=O)(=O)N2CCOCC2)ccc1Cl	-10%	3%	2%
Cc1oc(-c2cccc(F)c2)nc1CN1CCCN(C(=O)c2ccco2)CC1	-3%	-12%	-20%
Cc1ccc(NC(=S)Nn2cnnc2)c(C)c1	nt	1%	-4%
CCCCn1c(N)c(N(CC(C)C)C(=O)C2CCN(S(=O)(=O)c3ccc(F)cc3)CC2)c(=O)[nH]c1=O	5%	-10%	1%
OC[C@H]1NC[C@@H](O)[C@@H]1O	1%	-4%	0%&-1%
